rTrxR1 inhibitor = inhibitors of rat thioredoxin reductase 1 | AID 588453 | Potency, µM (highest dose often 114 µM), for the others: at the top dose activity change, negative = inhibition, usual class: inhibitors | recombinant rTrxR1, NADPH fluorescence consumption, selenite substrate | 1% of 390,000 active; further: potency means the concentration at half of the fitted maximal effect; on the % scale 0 is the no-effect control and ±100 the full control effect; nearly all actives have a fitted effect of over 65% in size
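Rat TrxR1 (90 nM in the dispensed reagent) was pre-reduced with 400 uM NADPH for 5 min at room temperature, then incubated with compound for 15 min. After 400 uM selenite was added, NADPH fluorescence (Ex 340/Em 450 nm) was followed for 8 min.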
TRHR PAM = allosteric enhancers of human TRH receptor | 0.66% of 360,000 active | TRHR cells, fluo-8 calcium fluorescence, EC20 TRH enhancement | enhancement, % at 2 µM | P34981; in the data active means enhancement above about 30%; further: 0% is about no effect
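Enhancer read-out: after compound pinning and an initial kinetic agonist-mode read, an EC20 of TRH (10 nM final) was injected and fluo-8 calcium signal (Ex 480/Em 530) followed at 1 s/cycle for 100 cycles in TRHR-expressing cells.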
D2 ag = D2 dopamine receptor (human) agonism | 0.53% of 340,000 active | AID 485358 | HEK293 T-REx D2 cells, calcium flux agonist mode | activation, % at 2 µM;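 active means activation over 3 SD above normal in the single-dose calcium agonist read, cut at about 30% in these data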; further: 0% is about no effect
Target sequence (P14416 whole entry, looked up): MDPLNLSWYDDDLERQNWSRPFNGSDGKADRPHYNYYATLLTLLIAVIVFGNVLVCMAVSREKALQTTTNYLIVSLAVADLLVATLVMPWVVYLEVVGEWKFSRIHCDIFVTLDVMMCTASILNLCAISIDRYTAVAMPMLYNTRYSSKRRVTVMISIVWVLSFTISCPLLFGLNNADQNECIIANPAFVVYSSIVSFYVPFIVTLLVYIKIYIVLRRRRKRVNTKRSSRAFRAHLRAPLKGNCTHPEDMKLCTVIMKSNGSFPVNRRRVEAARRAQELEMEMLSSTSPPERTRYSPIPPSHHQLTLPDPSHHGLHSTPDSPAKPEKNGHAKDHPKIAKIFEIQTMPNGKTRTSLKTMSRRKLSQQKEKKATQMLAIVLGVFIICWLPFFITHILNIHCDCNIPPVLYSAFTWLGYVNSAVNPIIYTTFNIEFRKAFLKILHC
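Tetracycline-induced HEK293 T-REx cells with force-coupled D2 receptor, plated overnight at 30 C, loaded with no-wash calcium dye. After a 10 s baseline, compound was pin-added and calcium flux read kinetically for 180 s; calcium rises flagged agonists.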
PI4K2A inh = blocks human PI4K2A kinase activity. Q9BTU6. purified PI4K2A, ADP-Glo luminescence, 1 h; active compounds read low. activity change, negative = inhibition, % at 76.9 µM. 0.13% of 420,000 active. AID 1346378; in the data active means activity change below about -50%; inconclusive means mostly about -30% to -49%;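 further: -100% = wells without enzyme as full effect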
Target sequence (Q9BTU6 whole entry, looked up): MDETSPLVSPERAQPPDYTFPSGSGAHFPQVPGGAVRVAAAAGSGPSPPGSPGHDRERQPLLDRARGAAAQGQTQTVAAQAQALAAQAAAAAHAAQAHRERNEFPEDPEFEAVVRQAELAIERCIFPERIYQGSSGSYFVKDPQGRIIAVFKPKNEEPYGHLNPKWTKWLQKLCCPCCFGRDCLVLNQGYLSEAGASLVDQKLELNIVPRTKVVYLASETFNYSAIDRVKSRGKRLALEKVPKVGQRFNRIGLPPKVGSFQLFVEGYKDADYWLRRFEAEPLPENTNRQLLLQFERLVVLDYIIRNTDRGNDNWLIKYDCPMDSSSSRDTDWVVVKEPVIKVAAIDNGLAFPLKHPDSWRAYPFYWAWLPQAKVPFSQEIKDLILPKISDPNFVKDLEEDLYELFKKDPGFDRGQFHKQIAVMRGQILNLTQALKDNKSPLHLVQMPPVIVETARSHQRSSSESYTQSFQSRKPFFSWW
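In this quantitative HTS, ADP production by PI4K2A was quantified luminescently after 1 h at ambient temperature; 100 microM adenosine served as plate-quality control.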
TRHR ag = TRH receptor (human) agonism | P34981 | TRHR cells, calcium flux fluo-8, FDSS agonist mode | activation, % at 2 µM | 0.18% of 360,000 active; in the data active means activation above about 30%; further: 0% is about no effect
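TRHR-expressing cells loaded with fluo-8 calcium dye; 23 nL library compound pin-transferred, kinetic FDSS fluorescence (Ex 480/Em 530) recorded about 180 s for agonist-induced calcium release, before a 10 nM TRH EC20 addition for potentiator mode.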
D2 antag = antagonizes the human D2 dopamine receptor; HEK293 TREx D2 cells, calcium flux, dopamine EC80; inhibition, % at 10 µM; 2% of 340,000 active; AID 485344; in the data active means inhibition above about 30%; further: 0% is about no effect
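Calcium mobilization kinetics were recorded at 1 s intervals in tetracycline-induced HEK293 T-REx D2 cells, first for 180 s after compound addition and then 180 s after EC80 dopamine.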
USP1 inh = USP1/UAF1 (human) deubiquitinase inhibition | O94782 | recombinant USP1/UAF1, Ub-Rhodamine cleavage fluorescence | Potency, µM (titrated, usually from 57.1 µM), inactives show at the top dose activity change, negative = inhibition, actives largely listed as inhibitors | 0.23% of 390,000 active | AID 743255; further: potency means the concentration at half of the fitted maximal effect; on the % scale 0 is the no-effect control and ±100 the full control effect; nearly all actives have a fitted effect of over 60% in size; inactives centre near -12
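USP1/UAF1 complex at 1 nM was preincubated with compound for 15 min at room temperature, then Ub-Rho substrate (150nM final) was added. Fluorescence (480/540 nm) was read kinetically, 6 reads every 60 seconds.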
IDH1 R132H inh = inhibitors of human mutant IDH1 R132H. Potency, µM (doses to about 76.6 µM), for the others: at the top dose activity change, negative = inhibition, usual class: inhibitors. IDH1-R132H enzyme, NADPH consumption, diaphorase/resazurin fluorescence. O75874. 0.093% of 390,000 active. AID 602179; further: potency means the concentration at half of the fitted maximal effect; on the % scale 0 is the no-effect control and ±100 the full control effect; nearly all actives have a fitted effect of over 65% in size
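IDH1-R132H (0.5 ug/mL dispensed) in pH 7.5 Tris buffer was preincubated 30 min with compound, then given a substrate mix of 0.016 mM NADPH and 2 mM alpha-KG for 80 min at room temperature; remaining NADPH was read by diaphorase/resazurin fluorescence.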
TrxR1 substrate = is turned over as a substrate by rat TrxR1; O89049; purified TrxR1 substrate turnover, NADPH consumption readout; Potency, µM (highest dose often 114 µM), for inactives: at the top dose activity change, negative = substrate turnover; 0.01% of 390,000 active; AID 588456; further: potency means the concentration at half of the fitted maximal effect; on the % scale 0 is the no-effect control and ±100 the full control effect; nearly all actives have a fitted effect of over 50% in size
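Rat TrxR1, dispensed at 90 nM, was prereduced with 400 uM NADPH (final) for 5 min at ~22 deg C, then incubated with compound 15 min before 400 uM selenite. A first-read NADPH fluorescence drop versus no-compound background flagged substrates.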
Numbers without * were called inactive; ? = inconclusive; nt = not tested or not shown; [ ] = remark or other dose. Unless noted, the call rests on the fitted dose curve; in most records, active means well fitted inhibition curve with a large enough effect; inconclusive means small, poorly fitted or top-dose-only effect; inactive means no such curve, though single readings can be large or run the other way.

Start of the data: the first five records (preview)
SMILES	rTrxR1 inhibitor	TRHR PAM	D2 ag	PI4K2A inh	TRHR ag	D2 antag	USP1 inh	IDH1 R132H inh	TrxR1 substrate
Cc1ccc(CNC(=O)Nc2cc(C(=O)NCc3ccc(C(C)C)cc3)ccc2N2CCCC2)cc1	29.3%[57.1 µM]	1.3	0.6	1.2	-0.7	nt	-16.6%	27.3%	11.8%[57.1 µM]
O=S(=O)(c1cccc(-c2n[nH]c(=S)o2)c1)N1CCOCC1	-11.9%	1.5	1.0	-22.3	0.5	-8.1	-6.3%	-4.7%	-3.1%
Oc1c(C(c2ccc(Cl)cc2Cl)N2CCN(c3ccccc3)CC2)sc2nc(-c3ccco3)nn12 (stereo not given)	-0.8%[57.1 µM]	13.1	0.6	9.5	-0.1	nt	-9.0%	-18.5%	-3.8%[57.1 µM]
CC(=O)NC(Cc1c[nH]c2ccccc12)C(=O)Nc1ccc2c(c1)OCO2 (stereo not given)	1.7%[57.1 µM]	6.7	0.6	0.4	-0.3	-3.8	-15.0%	2.4%	7.8%[57.1 µM]
C#CCNC(=O)C1=C[C@@H](c2ccc3c(c2)OCO3)C[C@@H](OCc2ccc(CO)cc2)O1	-1.0%	nt	nt	0.2	nt	nt	-1.4%	6.6%	3.2%

Main list (from the top)
SMILES	rTrxR1 inhibitor	TRHR PAM	D2 ag	PI4K2A inh	TRHR ag	D2 antag	USP1 inh	IDH1 R132H inh	TrxR1 substrate
Cc1ccc(CNC(=O)Nc2cc(C(=O)NCc3ccc(C(C)C)cc3)ccc2N2CCCC2)cc1	29.3%[57.1 µM]	1.3	0.6	1.2	-0.7	nt	-16.6%	27.3%	11.8%[57.1 µM]
O=S(=O)(c1cccc(-c2n[nH]c(=S)o2)c1)N1CCOCC1	-11.9%	1.5	1.0	-22.3	0.5	-8.1	-6.3%	-4.7%	-3.1%
Oc1c(C(c2ccc(Cl)cc2Cl)N2CCN(c3ccccc3)CC2)sc2nc(-c3ccco3)nn12 (stereo not given)	-0.8%[57.1 µM]	13.1	0.6	9.5	-0.1	nt	-9.0%	-18.5%	-3.8%[57.1 µM]
CC(=O)NC(Cc1c[nH]c2ccccc12)C(=O)Nc1ccc2c(c1)OCO2 (stereo not given)	1.7%[57.1 µM]	6.7	0.6	0.4	-0.3	-3.8	-15.0%	2.4%	7.8%[57.1 µM]
C#CCNC(=O)C1=C[C@@H](c2ccc3c(c2)OCO3)C[C@@H](OCc2ccc(CO)cc2)O1	-1.0%	nt	nt	0.2	nt	nt	-1.4%	6.6%	3.2%
C/C(=C\C=C(C#N)C#N)c1cc(C#N)c(N)o1	-19.2%[57.1 µM]	-5.6	13.5	-7.6	10.5	-2.8	?	-6.8%	-6.8%[57.1 µM]
CC1CCc2sc(NC(=O)C3CC(Cl)=CCC3C(=O)O)c(C#N)c2C1 (stereo not given)	-3.3%[57.1 µM]	3.2	-1.4	8.0	-0.3	-3.1	-27.0%	0.0%	-3.4%[57.1 µM]
COc1ccccc1NC(=O)CCC(=O)OCc1ccc([N+](=O)[O-])cc1	16.1%	1.5	-1.9	0.0	-0.5	0.0	-14.8%	10.8%	6.3%
CCCCNC(=O)CCNS(=O)(=O)c1ccc(Br)cc1	12.3%	3.0	-0.1	0.9	0.9	nt	-6.6%	-3.2%	-1.8%
COCCCNC(=O)Cn1cnc2sc(C)c(S(=O)(=O)N3CCN(c4ncccn4)CC3)c2c1=O	3.1%[57.1 µM]	-23.4	0.9	-1.3	0.4	-10.2	-19.3%	-6.0%	3.2%[57.1 µM]
Cc1ccc(N2C(=O)CC(Nc3ccc(Cl)c(S(=O)(=O)N(C)C)c3)C2=O)c(C)c1 (stereo not given)	50.1µM*	0.1	-0.3	-2.9	0.0	-2.8	-13.7%	0.0%	5.3%
Cc1ccc(C(=O)Nc2ccc3c(c2)CCC3)o1	8.0%	-2.8	-0.4	-5.7	-2.3	3.9	-14.9%	8.8%	8.6%
Cc1ccc(NC(=O)COc2ccccc2)c(NC(=O)c2ccco2)c1	-7.3%	-6.1	-0.3	-2.3	-0.7	3.0	-14.7%	-5.8%	-0.8%
Cc1cc(C)nc(N(C#N)S(=O)(=O)c2ccccc2Cl)n1	-5.2%	-0.5	0.2	-5.0	0.4	12.3	-12.1%	0.7%	8.3%
Cc1cccc(OCCSc2nc3c([nH]2)c(=N)ncn3Cc2ccccc2)c1	14.3%	-10.9	1.0	-1.6	0.0	13.0	-15.3%	0.6%	4.8%
CCOc1ccccc1NC(=O)COC(=O)CNS(=O)(=O)c1ccc(C)cc1	-7.3%[57.1 µM]	2.4	-0.1	-7.5	0.5	2.6	-4.3%	5.0%	3.6%[57.1 µM]
c1cnc(Sc2ccc3nnnn3n2)nc1	4.7%	1.6	-0.1	-0.4	-1.5	7.7	-18.2%	3.3%	0.5%
CC1=C(C)[N+](=O)C2(O)CCCCC2(C)N1[O-] (stereo not given)	7.1%	4.3	-0.4	-13.0	-0.2	-17.4	-16.1%	5.2%	-0.7%
COc1cccc2cc(C(=O)OCC(=O)N3CC(C)OC(C)C3)c(=O)oc12 (stereo not given)	-6.7%[2.29 µM]	nt	nt	-2.6	nt	nt	-9.3%	0.0%	7.6%[57.1 µM]
CCN(Cc1ccncc1)C(=S)Nc1ccc(Cl)cc1	-22.1%	0.5	1.5	2.4	0.2	4.9	-18.1%	0.0%	-4.5%
CCn1c(SCC(=O)Nc2ccc(C)cc2)nnc1-c1ccccn1	6.5%	5.7	-1.6	3.5	-0.5	8.5	-8.9%	0.4%	-0.4%
COc1ccc(C2Nc3ccccc3C(=O)N2O)cc1OC (stereo not given)	-18.0%	-2.2	-0.1	1.9	5.8	5.7	-2.4%	7.5%	-5.3%
O=C(NCc1ccc(F)cc1)N1CCN(C(=O)c2ccccc2)CC1	6.6%	0.0	0.6	-1.3	-0.1	8.4	-9.7%	-3.6%	-6.1%
O=C(NC12CC3CC(CC(C3)C1)C2)c1ccc(-c2ccc(Br)cc2)o1	?	9.3	0.3	2.6	0.6	1.7	-7.0%	6.1%	-2.9%
O=C(c1cc(F)ccc1F)C1CCCN(Cc2cccn2-c2ccccn2)C1 (stereo not given)	-2.7%	-2.9	1.0	-2.0	0.8	21.4	4.7%	1.7%	-7.5%
Cc1ccc(NC(=O)Cn2c(=O)oc3cc(S(=O)(=O)N4CCC(C)CC4)ccc32)cc1C	6.1%	0.7	0.2	-0.6	-0.4	1.8	?	-8.8%	-9.4%
Cc1ccc(O)c(NC(=S)NC(=O)COc2ccc(Br)cc2)c1	20.1%	1.3	11.6	-2.2	7.9	18.7	-6.1%	-3.5%	6.4%
CCCCNc1nc2c(S(=O)(=O)c3ccc(Cl)cc3)nnn2c2ccsc12	6.0%	-14.1	-0.4	-1.8	0.7	nt	?	-5.3%	3.2%
Cc1ccc(-c2noc(CC(c3ccccc3)c3ccccc3)n2)cc1	-9.8%	0.3	-1.2	-3.6	2.6	-4.0	-8.5%	2.3%	-6.9%
Cc1ccc2occ(CC(=O)Nc3ccc(Cl)c(C(F)(F)F)c3)c2c1	20.1%	-4.4	0.3	-2.3	1.9	nt	?	-15.4%	2.3%
O=C(NC1CCC(O)CC1)C1CCN(S(=O)(=O)c2c(Cl)cccc2Cl)CC1 (stereo not given)	33.5%	4.6	0.5	-5.9	0.8	9.7	-4.8%	-10.2%	8.0%
CCOc1ccc(-c2csc(C3COc4ccccc4O3)n2)cc1 (stereo not given)	14.5%	nt	nt	2.9	nt	nt	-3.3%	9.6%	2.3%
CCOc1cccc(/C(O)=C2/C(=O)C(=O)N(CCN3CCOCC3)C2c2cccnc2)c1 (stereo not given)	-17.9%	-0.2	-0.9	-0.6	0.3	-4.1	-3.0%	-0.4%	-9.0%
CN1CCN(C(=O)CSc2nc(-c3ccco3)cc(C(F)(F)F)n2)CC1	11.7%[57.1 µM]	-7.9	-0.6	3.8	0.0	-14.7	-21.1%	-0.9%	5.6%[57.1 µM]
CCCN(CCC)C(=S)NC(=O)c1ccc(Cl)cc1Cl	-7.5%	-10.5	0.0	3.4	-0.4	11.3	-10.1%	8.8%	1.1%
O=C(CN(Cc1ccccc1)C(=O)CCC(=O)Nc1ccccn1)NCc1ccc(F)cc1	27.2%	-6.5	0.6	-6.3	3.0	16.1	-11.4%	7.6%	4.6%
O=C(Nc1nccs1)c1ccc(S(=O)(=O)NCC2CCCCC2)cc1	14.4%	-15.4	-0.3	4.1	-0.1	0.6	-2.1%	-2.0%	6.4%
O=S(=O)(Nc1ccc(-c2ccc(N3CCOCC3)nn2)cc1)c1cc(Cl)ccc1Cl	-0.4%	0.3	6.3	-5.9	2.2	0.2	-22.3%	3.1%	-6.5%
Cc1cc(C)n2nc(C(=O)N/N=C/c3c4ccccc4cc4ccccc34)nc2n1	-10.8%	3.5	1.4	6.3	-0.9	-15.1	?	0.0%	-14.4%
Cc1cc(Br)cc(C)c1NC(=O)c1ccccc1[N+](=O)[O-]	9.6%	1.9	-0.5	3.8	-2.4	-11.7	4.6%	-2.6%	-1.1%
Cc1ccc(CNC(=O)c2ccc(C)c(S(=O)(=O)N3CCCCC3)c2)cc1	12.5%	3.7	-0.4	2.1	-0.3	2.8	-24.1%	4.1%	1.9%
COc1ccc(CCn2c(C)cc(C(=O)CSc3nnnn3-c3ccccc3)c2C)cc1OC	-12.4%	-10.5	0.1	3.6	0.9	8.6	?	0.3%	-4.6%
CCC(C)c1ccccc1OCCCCN1CCCC1 (stereo not given)	-9.5%	0.0	-0.3	-0.1	0.2	64.7*	2.6%	6.3%	-6.9%
COc1ccc(-c2noc(CNC(=O)c3cc(OC)c(OC)c(OC)c3)n2)cc1	5.1%	0.2	nt	-1.8	-0.9	nt	-9.7%	-4.2%	-7.0%
O=C(C(=O)N1CCN(c2cccc(Cl)c2)CC1)N1CCCCC1	18.4%[57.1 µM]	10.5	0.4	3.1	0.2	-4.3	-21.4%	5.5%	5.6%[57.1 µM]
